T cell HTS: modulators of CD8 T cell-vesicle binding, primary screen, mouse 2C CD8+ T cells, flow cytometry. 2C CD8+ T cell-vesicle binding; stronger effect = lower value. calls only at 7 µM. 330,000 tested, 0.068% active. AID 2052, 2009;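 active = response, share of CD8 T cells binding vesicles, and their 90th percentile fluorescence all below set limits, cut at about 80% in these data, passing the limit was not always enough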
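material = purified 2C TCR transgenic mouse naive CD8+ T cells | controls = Unloaded micro-vesicles (low), QL9 vesicles with 0.7% DMSO (high) | detection = cytometric PE anti-B7-1 and Alexa647 anti-CD8 signals after 1% paraformaldehyde fixation | incubation = binding step 1.5 h, 37 °C, antibody labelling 20 min, ice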
Salmonella PhoP GFP: inhibitors of PhoP regulon expression, primary screen, Salmonella Typhimurium, GFP reporter (AID 1863) | S. Typhimurium PhoP-regulated promoter GFP reporter, 4 h; higher % means a stronger effect | one-dose inhibition, % at 50 µM; IC50 in µM for titrated hits | 300,000 tested, 0.16% active;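 active = inhibition over 29.93%, a cutoff 3 SD above the screen mean, later confirmed by dose response; inconclusive = inhibition over 29.93% but no dose response follow-up; inactive = inhibition at most 29.93% or unconfirmed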;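 note: 0% = low Mg2+ inducing control and 100% = high Mg2+ repressing control; strong numbers were not always called active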
Rac1 GTP hydrolysis: MgcRacGAP GTPase-activating activity inhibitors, confirmation, biochemical, ADP Hunter fluorescence; MgcRacGAP-stimulated Rac1 GTP hydrolysis, ADP Hunter fluorescence; higher % means a stronger effect; GST-tagged Rac1 F28L mutant substrate; Rac GTPase-activating protein 1 (Homo sapiens); one-dose inhibition, % at 30 µM; IC50 in µM for titrated hits; 340,000 tested, 0.6% active;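 active = first-screen hits whose inhibition reached a set limit at any dose in the follow-up dose series; inconclusive = inhibition above the set first-screen limit but never retested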;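 note: fluorescence reports GDP produced by GAP-driven GTP hydrolysis; strong numbers were not always called active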
WT yeast gro inh: growth inhibition of WT strain, primary screen, mitochondrial fusion inhibitor project, WT and mutant strains, chemical genetic; 190,000 tested, 2.1% active; mitochondrial fusion phenotypic screen; inhibition, % at 10 µM; in the data active = inhibition above about 58%; tested in S. cerevisiae
West Nile antiviral: West Nile virus antiviral activity, cell-based, CPE readout (AID 1621); 290,000 tested, 0.02% active; West Nile virus-infected cells, CPE inhibition; higher % means a stronger effect; one-dose CPE inhibition, % at 10 µM; IC50 in µM for titrated hits; in the data active = a potency from the dose series; inconclusive = CPE inhibition mostly from about 3.7% at the one dose, without a potency; inactive = the rest, 99 in 100 with CPE inhibition below about 2.2%; note: strong numbers were not always called active
SV40 large T antigen: SV40 large T antigen inhibitors, biochemical (AID 1903) | SV40 large T antigen ATPase/helicase inhibition assay; higher % means a stronger effect | inhibition, % at 20 µM, or IC50 in µM where a hit was titrated | 310,000 tested, 0.39% active; in the data active = a potency from the dose series; inconclusive = inhibition mostly from about 32% at the one dose, without a potency; inactive = the rest, 99 in 100 with inhibition below about 32%; note: strong numbers were not always called active
Myeloid diff 2: induction of myeloid progenitor differentiation, primary screen, cell-based, flow cytometry, MLPCN library; ER-HoxA9 myeloid progenitors, lysozyme-GFP differentiation; calls only at 10 µM; 360,000 tested, 1% active; AID 624256, 2012;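 active = normalized GFP-positive differentiation at or above the plate's own cutoff, the solvent-only control mean plus 3 SD; inconclusive = no clear call, values can overlap the other calls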;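 note: cells exposed to compound for four days before flow analysis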
RSV antiviral HEp-2: RSV antiviral activity via CPE protection, HEp-2 cells, primary 10 µM value included (AID 2391). HEp-2 cells, RSV-induced CPE inhibition; higher % means a stronger effect. CPE inhibition, % at 10 µM, or IC50 in µM where a hit was titrated. 310,000 tested, 0.13% active; in the data active = a potency from the dose series; inconclusive = CPE inhibition mostly from about 23% at the one dose, without a potency; inactive = the rest, 99 in 100 with CPE inhibition below about 21%; note: strong numbers were not always called active
bCat nuc transl: modulators of beta-catenin nuclear translocation, primary screen, imaging, HeLa cells, immunofluorescence, high-content; nuclear translocation activity, % at 5 µM; 190,000 tested, 0.3% active; AID 1665, 2009;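 active = nuclear translocation activity above 50% at 5 µM, with a well cell count of 50 or more; inconclusive = wells under 50 cells across six images, flagged as toxic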;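 note: per-cell ratio of nuclear to cytoplasmic median beta-catenin stain intensity; plate controls were DMSO negative control for no effect and GSK-3 inhibitor IX positive control for full effect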
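Assay system: human HeLa cells, native beta-catenin; doses: 5 µM primary, 0.02–20 µM confirmation; incubation: compound treatment 24 h, 37°C, 5% CO2; technique: fluorescence imaging of beta-catenin antibody stain plus DAPI; measure: % activation, nuclear-to-cytoplasmic median beta-catenin signal ratio per cell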
WT yeast gro inh mutant strain: second read-out of WT yeast gro inh, no call of its own (marks repeat the call); inhibition, %; mitochondrial fusion phenotypic screen, mutant strain inhibition
bCat nuc transl cell count 5 µM: also measured in bCat nuc transl; calls as there; cell count; measured here: cell count, cytotoxicity flag
T cell HTS vesicle-bound %: recorded beside T cell HTS, whose call it bears; double positive events, %; measured here: CD8+ vesicle-bound cell fraction;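 binding gate set so that unloaded-vesicle control wells show 10% double positive cells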
Myeloid diff 2 GFP+ MAC1+ %: further read-out of Myeloid diff 2, marked with its call; GFP+ MAC1+ double positive, %; measured here: differentiation confirmed by MAC1 staining
* hit, by the source's call; i = inactive; ? = inconclusive; . = no result given.

Each structure is followed by: T cell HTS	T cell HTS vesicle-bound %	Salmonella PhoP GFP	Rac1 GTP hydrolysis	WT yeast gro inh	WT yeast gro inh mutant strain	West Nile antiviral	SV40 large T antigen	Myeloid diff 2	Myeloid diff 2 GFP+ MAC1+ %	RSV antiviral HEp-2	bCat nuc transl	bCat nuc transl cell count 5 µM
> C[C@@H](NC(=O)C1(c2ccccc2)CCN(C(=O)OC(C)(C)C)CC1)C(=O)N[C@@H](C(=O)O)c1ccccc1
    i	36	0%	-1%	.	.	-0.5%	21%	i	2.6	.	.	.
> CCOC(=O)C1=C(C)NC2=C(C(=O)C(C(=O)OC)C(C)C2)C1c1ccc(OC)c(O)c1 (stereo unspecified)
    i	38	-6%	5%	-5	0	-0.3%	5%	i	0.7	1.3%	.	.
> COc1ccccc1NC(=O)N1CCCC1C(=O)Nc1nnc(C(C)C)s1 (stereo unspecified)
    i	40	1%	5%	13	-2	0.4%	-2%	i	0.6	1.0%	-4.6	1197
> O=C(COC(=O)c1cncc(Br)c1)NCc1ccc2c(c1)OCO2
    i	54	-2%	7%	-6	20	0.1%	14%	i	0.2	0.9%	-1.4	1063
> CCOc1ccc(OCC)c(NC(=O)CN2CCN(c3cc(C)ccc3C)CC2)c1
    i	64	6%	?	17	-8	0.6%	-2%	i	1.6	22%	1.0	770
> CC1CCN(C(=S)c2ccc(-c3ccc(Cl)cc3Cl)o2)CC1
    i	28	-2%	6%	47	6	-1.6%	15%	i	0.4	14%	-0.7	966
> CC(=O)N/C(=C/c1ccccc1)C(=O)NC(Cc1ccccc1)C(=O)O (stereo unspecified)
    i	48	-13%	-18%	17	10	0.1%	28%	i	3.6	1.4%	3.3	464
> Cc1ccc(O)c(C(CC(=O)NC(C)C)c2ccccc2)c1 (stereo unspecified)
    i	17	-5%	-16%	5	13	-0.8%	-2%	i	1.8	2.7%	0.4	1493
> CNC(=S)N1CCN(C(=O)C2CCCO2)CC1 (stereo unspecified)
    i	21	-10%	4%	0	2	1.2%	2%	i	0.8	0.6%	-3.1	1002
> O=C(Nc1nnc(-c2ccccc2Cl)o1)c1cccnc1
    i	20	23%	2%	-3	3	2.2%	9%	i	0.4	1.0%	.	.
> CC(C)c1ccc(NC(=O)c2cc3c(=O)n(C)c4ccccc4c3n2C)cc1
    i	36	-11%	4%	.	.	0.0%	12%	i	0.5	7.6%	-0.7	1297
> Cc1cc(C)n(-c2ccc(C(=O)Nc3sccc3C(N)=O)cc2)n1
    i	5	0%	15%	-15	-7	0.6%	4%	i	0.4	17%	0.0	1140
> O=C(Cc1nn[nH]n1)NCc1ccccc1Cl
    i	35	4%	4%	-8	-5	-0.1%	6%	i	1.1	1.1%	1.3	1111
> COc1ccc(C(=O)Nc2ccc(-c3nnn(CC(=O)NCc4ccco4)n3)cc2)cc1
    i	26	1%	8%	.	.	-0.2%	25%	i	4.0	1.4%	0.5	1356
> CN(C)c1cccc(NC(=O)c2cccc3ccccc23)c1
    i	44	2%	7%	.	.	-0.3%	17%	i	0.8	1.6%	.	.
> Cc1ccc(C(=O)NCc2ccc(Cl)cc2)cc1S(=O)(=O)N1CCCCC1
    i	46	.	5%	.	.	.	.	i	1.6	1.1%	.	.
> CCOc1ccc(-c2nnc3sc(COc4ccccc4)nn23)cc1
    i	58	-7%	2%	10	-8	-0.5%	14%	i	1.2	4.3%	1.9	1083
> OCC(CO)(CO)N=Cc1c(O)ccc2ccccc12
    i	33	-6%	7%	16	19	0.1%	22%	i	2.5	5.0%	-4.9	973
> CC(NC(=O)COC(=O)c1ccccc1SCC(=O)N1CCCC1)c1ccccc1 (stereo unspecified)
    i	59	-2%	3%	.	.	.	1%	i	1.0	1.9%	.	.
> CC(C)CNC(=O)C1CCN(CC2CCCCC2)CC1
    i	48	-3%	20%	.	.	0.0%	6%	i	0.2	0.2%	.	.

As entered above.
Myeloid diff 2 GFP+ MAC1+ % with CN(C)c1cccc(NC(=O)c2cccc3ccccc23)c1 → 0.8
Myeloid diff 2 GFP+ MAC1+ % with COc1ccc(C(=O)Nc2ccc(-c3nnn(CC(=O)NCc4ccco4)n3)cc2)cc1 → 4.0

(further entries)
Each structure is followed by: T cell HTS	T cell HTS vesicle-bound %	Salmonella PhoP GFP	Rac1 GTP hydrolysis	WT yeast gro inh	WT yeast gro inh mutant strain	West Nile antiviral	SV40 large T antigen	Myeloid diff 2	Myeloid diff 2 GFP+ MAC1+ %	RSV antiviral HEp-2	bCat nuc transl	bCat nuc transl cell count 5 µM
> COC(=O)C(Cc1ccc(OC(=O)c2ccc(Cl)cc2)cc1)N1Cc2ccccc2C1=O (stereo unspecified)
    i	50	-6%	10%	54	28	0.4%	4%	i	0.6	4.2%	.	.
> NC1=NC(c2ccccc2)=NC1(NC(=O)c1ccccc1)C(Cl)Cl (stereo unspecified)
    i	31	-7%	-4%	.	.	-0.1%	7%	i	0.6	.	0.6	1340
> Cc1cc(C)c2c(N=CN(C)C)c(C(=O)N3CCN(c4ncccn4)CC3)sc2n1
    i	16	-3%	5%	-13	-9	0.5%	-3%	i	1.4	-0.6%	-1.3	1145
> Cc1nn(-c2cccc(Cl)c2)c2nc(-c3ccncc3)cc(C(=O)N3CCOCC3)c12
    i	26	7%	-2%	4	14	-0.1%	5%	i	0.7	3.6%	-3.8	1063
> CCN(CC)CCCNC(=S)N(Cc1ccco1)Cc1cc2cc3c(cc2[nH]c1=O)OCCO3
    i	30	7%	.	-5	-12	0.1%	8%	.	.	0.7%	.	.
> CC(Oc1ccc(Cl)cc1Cl)C(=O)Nc1ncccn1 (stereo unspecified)
    i	69	-7%	6%	10	-7	1.5%	5%	i	0.3	2.7%	-2.2	1130
> O=C(O)CCSc1ccc([N+](=O)[O-])cc1[N+](=O)[O-]
    i	31	-9%	12%	-24	9	-0.4%	7%	i	0.1	1.4%	-0.5	1498
> CCOC(=O)C1CCN(C(=O)c2cc3cc4ccc(OC)cc4nc3o2)CC1
    i	30	-3%	10%	.	.	-0.4%	3%	i	0.5	1.8%	.	.
> CS(=O)(=O)c1ccc(Cl)c(NC(=O)CCN2C(=O)C3CC=CCC3C2=O)c1 (stereo unspecified)
    i	47	.	10%	.	.	.	.	i	0.8	1.6%	.	.
> CC1(C)CC(=O)c2c(O)cc(OCc3ccc(Br)cc3)cc2O1
    i	51	-2%	7%	32	-13	-0.4%	4%	i	0.6	2.1%	.	.
> CN(C)S(=O)(=O)c1ccc(C(=O)Nc2nnc(SCc3cccc4ccccc34)s2)cc1
    i	25	2%	-8%	-11	-26	-0.2%	14%	i	0.4	1.6%	-0.8	886
> Cn1c(CSCCOc2ccccc2)n[nH]c1=S
    i	16	8%	8%	.	.	-0.4%	17%	i	0.8	0.3%	0.0	1113
> Cc1ccc(SCCC(=O)N/N=C/c2cccnc2)cc1
    i	50	-5%	3%	-8	-3	-0.7%	27%	i	0.6	5.0%	0.4	1160
> O=C(O)CCCC(=O)Nc1ccccc1Oc1ccccc1
    i	37	-6%	9%	.	.	0.7%	5%	i	0.4	0.5%	-3.2	1201
> NC(=O)COC(=O)C12CC3CC(CC(O)(C3)C1)C2
    i	28	17%	3%	12	-6	0.3%	-2%	i	0.4	-0.7%	-0.8	1060
> CCCCN(CCCC)CCNC(=O)CNC(=O)c1cccs1
    i	27	0%	6%	5	-7	.	5%	i	0.6	0.8%	.	.
> Cc1ccc(-n2cc(-c3ccccc3)c3c(NN4CCOCC4)ncnc32)cc1
    i	32	-2%	-2%	28	15	0.7%	7%	i	1.1	2.7%	1.1	497
> CCN(CC)S(=O)(=O)c1ccc(C(=O)NCCSc2c[nH]c3ccccc23)cc1
    i	22	27%	20%	7	-1	0.1%	-1%	i	1.3	0.7%	4.1	469
> Cn1c(CCc2ccccc2)n[nH]c1=S
    i	30	-1%	4%	0	-10	-0.7%	13%	i	0.4	4.7%	1.0	887
> CSCCC(NC(=O)c1ccco1)C(=O)N1CCN(c2ccccc2O)CC1 (stereo unspecified)
    i	32	.	6%	.	.	.	.	i	0.9	1.6%	.	.
> CSc1nnc(C)c(=O)n1COC(=O)COc1ccc(Cl)cc1Cl
    i	15	-2%	13%	8	-13	0.5%	17%	i	0.2	1.5%	-0.7	1092
> CCOc1cccc2sc(=NC(=O)c3ccco3)n(CC(=O)OC)c12
    i	13	-9%	9%	.	.	-0.3%	5%	i	0.3	-1.5%	-0.4	1232
> CCn1cc(C(=O)NCCCOC(C)C)c2cc(OC)c(OC)cc2c1=O
    i	27	17%	-1%	5	11	1.0%	-9%	i	0.8	0.6%	-0.3	878
> Cc1ccc2nc(SCc3nnc(-c4ccccc4Br)o3)[nH]c2c1
    i	34	5%	21%	-8	-10	-0.1%	12%	i	1.4	1.3%	0.6	1447

Assay outcomes from PubChem.
